TPT1 inh – inhibitors of Candida albicans tRNA 2'-phosphotransferase TPT1; recombinant caTPT1, FP RNA substrate dephosphorylation; inhibition, % at 5 µM; 300,000 tested, 0.81% active;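 active = inhibition above the mean of all tested compounds plus 3 SD, set per screening campaign, cut at about 24% in these data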;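 note: plate controls were DMSO alone for no effect and ferristatin control at 100 nM for full effect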
HCV core dimer – blocks dimerization of HCV core protein. TR-FRET GST/Flag-core106 dimerization, 1536-well. inhibition, % at 5 µM. 300,000 tested, 0.33% active;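 active = inhibition above the mean of all tested compounds plus 3 SD, set per screening campaign, cut at about 45% in these data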
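System – GST-tagged and Flag-tagged HCV core protein residues 1-106 · Repeats – one well for each compound · Technique – TR-FRET 671 and 617 nm emission · Doses – one concentration, 5 µM, in 0.5% DMSO · Times – 4 h, 22.5 °C incubation · Also added – Eu donor and XL665 acceptor anti-tag antibodies · Measure – percent inhibition of core106 dimerization signal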
Yeast superoxide – lowers age-related superoxide in aged yeast cells | S. cerevisiae aged cells, superoxide DHE fluorescence; active compounds read low | superoxide response (% of plate mean), % at 10 µM | 330,000 tested, 0.18% active;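 active = superoxide response under a set limit, about three screen SD below normal, cut at about 65% in these data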;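 note: yeast aged for seven days with compound at 30 °C before DHE staining; 100% = average MFI of all compound-treated wells on the plate with controls excluded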
PP5 inh – blocks human protein phosphatase 5 activity. P53041. purified PP5c, OMFP substrate fluorescence. inhibition, % at 6.7 µM. 320,000 tested, 0.18% active. AID 1987;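 active = inhibition above the campaign's mean inhibition across all tested compounds plus 3 SD, cut at about 9.5% in these data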;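 note: 0% = DMSO only and 100% = 100 µM cantharidin control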
Target sequence (P53041 whole entry, looked up): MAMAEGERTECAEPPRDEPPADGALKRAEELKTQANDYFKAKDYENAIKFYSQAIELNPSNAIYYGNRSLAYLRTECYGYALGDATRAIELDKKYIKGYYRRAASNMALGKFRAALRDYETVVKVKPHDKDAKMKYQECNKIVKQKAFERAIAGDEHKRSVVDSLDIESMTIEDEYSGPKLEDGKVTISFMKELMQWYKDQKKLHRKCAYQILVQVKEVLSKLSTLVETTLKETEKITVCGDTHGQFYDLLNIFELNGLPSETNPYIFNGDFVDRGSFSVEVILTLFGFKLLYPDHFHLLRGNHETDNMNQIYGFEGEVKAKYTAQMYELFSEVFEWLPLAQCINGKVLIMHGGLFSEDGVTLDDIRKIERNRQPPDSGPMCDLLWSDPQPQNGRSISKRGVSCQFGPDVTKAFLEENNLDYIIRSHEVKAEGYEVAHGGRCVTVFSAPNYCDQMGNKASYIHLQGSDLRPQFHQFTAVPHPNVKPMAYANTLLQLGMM
Fh CTSL1 inh – counter-screen for PFM18AAP inhibitors: inhibitors of F. hepatica cathepsin L1; recombinant F. hepatica cathepsin L1, Z-Leu-Arg-MCA fluorescence; 300,000 tested, 0.49% active; inhibition, % at 5.96 µM;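 active = inhibition above the mean of all tested compounds plus 3 SD, set per screening campaign, cut at about 17% in these data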;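 note: 0% = plate median of test compound wells and 100% = 1 µM Z-Phe-Ala-diazomethylketone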
GASC-1 inh – blocks human GASC-1 demethylase activity; GST-JMJD2C(1-420) H3K9me3 demethylation, DELFIA europium; inhibition, % at 2.35 µM; 330,000 tested, 0.069% active; AID 2099;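 active = more than half of a compound's replicate wells show inhibition beyond 50%, single wells judged on their own value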;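 note: signal counts dimethyl H3K9 product captured on neutravidin plate; 0% = median of DMSO wells and 100% = 0.3 times that DMSO median; strong numbers were not always called active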
Target sequence (Q9H3R0 1-420 limits assumed): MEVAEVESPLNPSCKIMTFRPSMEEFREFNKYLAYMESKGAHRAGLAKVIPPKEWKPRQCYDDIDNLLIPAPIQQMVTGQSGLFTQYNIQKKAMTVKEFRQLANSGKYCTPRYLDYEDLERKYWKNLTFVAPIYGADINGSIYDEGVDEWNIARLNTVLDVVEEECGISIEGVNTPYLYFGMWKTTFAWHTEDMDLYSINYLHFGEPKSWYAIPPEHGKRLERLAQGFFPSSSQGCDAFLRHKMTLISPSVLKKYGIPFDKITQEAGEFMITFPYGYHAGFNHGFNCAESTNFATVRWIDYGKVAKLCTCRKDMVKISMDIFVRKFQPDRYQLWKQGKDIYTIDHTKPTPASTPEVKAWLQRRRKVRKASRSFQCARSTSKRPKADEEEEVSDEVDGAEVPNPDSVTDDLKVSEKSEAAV
EBNA-1 inhibitor – blocks EBNA-1 binding to DNA. EBNA-1 DNA binding, fluorescence polarization. inhibition, % at 14.8 µM. 300,000 tested, 0.34% active. AID 1950; in the data active = inhibition above about 28%
PP1 counter – counter-screen for PP5 inhibitors: inhibitors of human PP1-alpha; purified PP1alpha, OMFP fluorescence; P62136; 320,000 tested, 0.9% active; inhibition, % at 6.7 µM; AID 2235;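 active = inhibition above the mean inhibition of all tested compounds plus 3 SD, computed separately for each screening campaign, cut at about 15% in these data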
ZTA counter – blocks Epstein-Barr virus ZTA, an EBNA-1 counter-screen; 320,000 tested, 0.15% active; ZTA-DNA binding, fluorescence polarization; AID 2234; inhibition, % at 11 µM; in the data active = inhibition above about 33%
* hit, by the source's call; . = no result given; & = joins results of further samples.

SMILES	TPT1 inh	HCV core dimer	Yeast superoxide	PP5 inh	Fh CTSL1 inh	GASC-1 inh	EBNA-1 inhibitor	PP1 counter	ZTA counter
CCOC(=O)N1CCN(C(=O)c2ccccc2NC(=O)COc2ccccc2)CC1	-3	-6	97	-0.9	0	8	-2	-3	-6
COc1cc(N=c2oc3c(C)ncc(CO)c3cc2C(N)=O)cc(OC)c1OC	-4	-2	110	1.7	4	134	-2	1	-6
Oc1ccccc1/C=N/Nc1cccc2cccnc12	-1	-9	85	-0.1	1	-15	7	-1	7
O=C1/C(=C/c2ccccc2F)SC(=S)N1CCC(=O)N1CCCCC1CCO (stereo not drawn)	-3	12	101	2.6	0	2	-16	11	9
O=C(O)CCSCc1ccccc1F	-4	-4	117	-1.5	0	1	-2	-3	-6
CCN(CC)C(=O)CSc1nc(O)c(Cc2ccccc2)c(=O)n1-c1ccccc1	-2	-1	106	0.5	3	-6	-6	-2	-12
COc1cc(OC)c(OC)cc1CNC(=O)c1ccc(COc2ccccc2)cc1	2	6	99	3.2	3	4	-4	1	5
COC(CNC(=O)c1c[nH]c2ccc(S(=O)(=O)N3CCOCC3)cc2c1=O)OC	-3	-12	87	1.2	-1	-2	8	1	1
C=CCN1CCN(C(c2ccccc2OC)c2nnnn2C(C)(C)C)CC1 (stereo not drawn)	-4	-3	96	-0.7	-2	-1	0	-4	8
Cn1cc(C(=O)NCN2CCCCC2)c2ccccc21	1	1	85	0.2	1	1	-2	-5	7
CCCCCOC(=O)Nc1nnc(CCCCC)s1	4	-3	101	4.7	2	0	7	2	-17
CC(=O)c1c(C)cc(C)c(CSc2ccccn2)c1C	-2	1	101	0.1	4	-16	-4	0	6
O=S(=O)(c1ccc(F)cc1)N1CCCC1	-2	1	104	-7.8	14	-6	0	-9	2
COCc1c(C(=O)N/N=C\c2cccs2)nnn1-c1nonc1N	-1	7	96	-0.1	0	-20	-3	6	9
Cc1cc(NC(=O)Cn2c(=O)oc3ccccc32)no1	.	.	102	1.7	.	-2	.	-6	-9
O=C(CN1C(=O)COc2ccccc21)N1CCCC1	-5	-2	95	-1.5	1	-6	8	-4	7
Cc1ccc(Cl)cc1N1CCN(C(=O)C2CCN(S(=O)(=O)c3c(C)nn(C)c3C)CC2)CC1	-3	-7	98	2.6	1	-5	-12	-1	10
COCCN(C(=S)Nc1ccccc1OC)C(C)c1cccs1 (stereo not drawn)	-4	0	97	0.2	3	-5	16	0	3
Cc1cc(NC(=O)CCC(=O)N(c2ccccc2)C(C(=O)NC2CCCC2)c2ccccc2)no1 (stereo not drawn)	-3	9	99	1.2	-2	-2	-8	-5	4
Cc1ccc(N2C(=O)C3CCC(C)(C2=O)C3(C)C)cc1C (stereo not drawn)	-2	-2	88	0.2	1	11	7	-1	-5
CCOC(=O)Cc1cc(OC)c(OC)cc1Cc1cc(OC)c(OC)cc1CC(=O)OCC	2	1	92	4.1	1	9	2	-1	8
Cc1csc(=O)n1CC(=O)OCC(=O)c1c(N)n(C)c(=O)n(C)c1=O	-1	0	98	1.5	-4	0	7	-3	8
COc1ccc(N2CCN(S(=O)(=O)c3cc4c(cc3C)N(C(C)=O)CCO4)CC2)cc1	-1	-1	107	3.8	0	18	-19	-1	-10
CCOC(=O)c1nnn(-c2nonc2N)c1-c1cccs1	-2	-1	96	0.9	-1	-3	-10	-4	-6
CC(C)c1ccc(C(=O)NC(=S)Nc2ccc3[nH]c(=O)[nH]c3c2)cc1	-1	2	98	-0.1	-5	0	10	5	18
Cc1cccc(N(C)S(=O)(=O)c2ccc3c(c2)CCC(=O)N3)c1	-1	-4	94	2.6	0	-3	6	-2	16
C=CCn1c(N)cc(=O)nc1SCC(=O)N(c1ccccc1)c1ccccc1	-3	0	99	-1.1	-1	3	7	-1	-25
CCOc1ccc(-n2nc3c(=O)[nH]nc(C)c3c2C)cc1	1	-6	95	0.5	-1	9	-2	0	-11
CC(C)C[C@H](NC(=O)Nc1ccccc1F)C(=O)O	5	1	112	-0.5	3	19	3	0	-12
O=C(O)C1CCCN1C(=O)Nc1ccc(Cl)cc1 (stereo not drawn)	-3	-2	93	-0.6	-2	3	-13	-1	-12
Cc1ccccc1COCCN1CCN(S(=O)(=O)c2ccccc2)CCC1=O	-1	4	100	0.8	2	-16	7	-3	3
Nc1nc(Cl)cc(N2CCOCC2)n1	-2	-9	95	1.4	1	9	0	-2	-8
COc1ccccc1OC(C)C(=O)NNC(=S)NC1CCCC1 (stereo not drawn)	-1	3	113	-0.2	-2	-3	7	-6	-1
S=c1nc(COc2ccccc2)[nH]c2ccccc12	3	31	98	-5.5	3	27	-35	-8	9
C#CCN1C(=O)C(O)(CC(=O)c2ccc3c(c2)OCCO3)c2ccccc21 (stereo not drawn)	0	-1	102	1.4	1	3	7	-1	10
Cc1cc(C)n2nc(S(=O)(=O)Nc3c(Cl)cccc3Cl)nc2n1	0	-1	72	2.1	-1	1	5	0	-10
COC(=O)c1ccc(COC(=O)CNC(=O)CNC(=O)c2ccc(C)cc2)cc1	-3	-4	94	0.3	-5	4	-13	-3	7
Cc1cc(F)ccc1S(=O)(=O)Nc1ccccc1C(=O)Nc1ncn[nH]1	0	4	96	-1.6	2	3	6	4	8
N#C/C(=C/c1ccco1)c1nc2ccccc2s1	14	-10	102	4.4	2	1	1	2	-16
CCCCCC(=O)NNC(=O)c1ccc(-c2ccccc2)cc1	1	-1	121	6.5	-11	-8	-7	6	-13
Cc1ccc(C)c(S(=O)(=O)Nc2cccc(-n3cnnn3)c2)c1	5	-2	93	-3.1	-2	20	4	-2	-5
Cc1ccc(OCCC(=O)N(CC(=O)Nc2ccccc2C(F)(F)F)Cc2ccco2)cc1	4	7	98	0.3	2	9	-2	-1	21
CCN(CC)C(=O)CSc1nnc2nnc3cc(OC)ccc3n12	-53	2	76	-2.2	-3	0	5	-1	3
Cc1cs/c(=N\N=C\c2cccc([N+](=O)[O-])c2)n1Cc1ccco1	-3	-11	108	1.0	1	-8	1	1	-25
CCOc1c(Br)ccc2c1sc1nc[nH]c(=O)c12	-3	-2	90	0.4	1	-6	1	0	-4
O=C(CCl)Nc1ccc2c(c1)OCO2	-5	-1	95	1.5	14	-28	5	0	-8
CC(C)(C)NS(=O)(=O)c1ccc(NC(=O)C2CCCCC2)cc1	0	-3	99	-0.2	0	2	-6	-2	-4
Cc1c(N(C(=O)Cc2cccs2)C2(C(=O)NC3CCCC3)CCCCC2)c(=O)n(-c2ccccc2)n1C	1	-2	95	-3.9	-2	-4	2	-3	17
Cn1c(=O)cc(OCC(=O)N2CCN(c3ccccc3F)CC2)c2ccccc21	-1	4	73	2.4	-1	1	-6	-2	-9
CC(=O)Nc1cccc(NC(=O)Nc2ccc(C)c(Cl)c2)c1	-1	-8	104	2.0	8	0	-2	-1	4
CCn1c(CNC(=O)c2ccco2)nnc1SCC(=O)Nc1cc(C(F)(F)F)ccc1Cl	-4	0	115	0.4	1	13&0	2	-3	-3
CC(=O)c1ccc(N2CCN(C(=O)/C=C/c3ccc(S(=O)(=O)NCc4ccco4)cc3)CC2)cc1	1	5	92	0.9	10	1	-7	9	-5
Cc1[nH]n(-c2ccc(Cl)cc2)c(=O)c1N=Nc1cccnc1	-6	-4	94	2.2	-1	39	1	-3	-6
COc1cc(NC(=O)COC(=O)CO/N=C(\C)c2ccc3c(c2)OCO3)cc(OC)c1OC	-9	-6	100	-1.1	-2	7	-4	0	-17
CC1=NCCN1CCNC(=O)Nc1ccc(C(C)(C)C)cc1	2	-1	91	-0.7	-1	-2	4	3	8
Cc1cccc(C(=O)NNC(=O)c2cccc(C)c2)c1	-5	-2	104	1.8	-3	6	0	-5	-11
CCCCC(=O)NC(=S)Nc1cccc(C(=O)O)c1	0	0	102	-0.1	2	9	8	-1	3
Cc1ccc(S(=O)(=O)N2CCOC2CNC(=O)C(=O)NCc2ccco2)cc1 (stereo not drawn)	-3	-3	93	-1.7	-3	16	1	-4	-2
COC(=O)COc1ccc(NC(=O)c2ccco2)cc1	-4	-1	115	-1.9	3	-2	-2	-5	-1
O=C(NCCN1CCOCC1)c1ccc(/C=C2\Sc3ccccc3N(Cc3ccccc3F)C2=O)cc1	-2	-2	111	5.7	3	-9	-11	1	3

No new results follow: entries from further up.
SMILES	TPT1 inh	HCV core dimer	Yeast superoxide	PP5 inh	Fh CTSL1 inh	GASC-1 inh	EBNA-1 inhibitor	PP1 counter	ZTA counter
CCN(CC)C(=O)CSc1nnc2nnc3cc(OC)ccc3n12	-53	2	76	-2.2	-3	0	5	-1	3
Cc1cs/c(=N\N=C\c2cccc([N+](=O)[O-])c2)n1Cc1ccco1	-3	-11	108	1.0	1	-8	1	1	-25
CCOc1c(Br)ccc2c1sc1nc[nH]c(=O)c12	-3	-2	90	0.4	1	-6	1	0	-4
O=C(CCl)Nc1ccc2c(c1)OCO2	-5	-1	95	1.5	14	-28	5	0	-8
CC(C)(C)NS(=O)(=O)c1ccc(NC(=O)C2CCCCC2)cc1	0	-3	99	-0.2	0	2	-6	-2	-4
Cc1c(N(C(=O)Cc2cccs2)C2(C(=O)NC3CCCC3)CCCCC2)c(=O)n(-c2ccccc2)n1C	1	-2	95	-3.9	-2	-4	2	-3	17
Cn1c(=O)cc(OCC(=O)N2CCN(c3ccccc3F)CC2)c2ccccc21	-1	4	73	2.4	-1	1	-6	-2	-9
CC(=O)Nc1cccc(NC(=O)Nc2ccc(C)c(Cl)c2)c1	-1	-8	104	2.0	8	0	-2	-1	4
CCn1c(CNC(=O)c2ccco2)nnc1SCC(=O)Nc1cc(C(F)(F)F)ccc1Cl	-4	0	115	0.4	1	13&0	2	-3	-3
CC(=O)c1ccc(N2CCN(C(=O)/C=C/c3ccc(S(=O)(=O)NCc4ccco4)cc3)CC2)cc1	1	5	92	0.9	10	1	-7	9	-5
Cc1[nH]n(-c2ccc(Cl)cc2)c(=O)c1N=Nc1cccnc1	-6	-4	94	2.2	-1	39	1	-3	-6
COc1cc(NC(=O)COC(=O)CO/N=C(\C)c2ccc3c(c2)OCO3)cc(OC)c1OC	-9	-6	100	-1.1	-2	7	-4	0	-17
CC1=NCCN1CCNC(=O)Nc1ccc(C(C)(C)C)cc1	2	-1	91	-0.7	-1	-2	4	3	8
Cc1cccc(C(=O)NNC(=O)c2cccc(C)c2)c1	-5	-2	104	1.8	-3	6	0	-5	-11
CCCCC(=O)NC(=S)Nc1cccc(C(=O)O)c1	0	0	102	-0.1	2	9	8	-1	3

From PubChem BioAssay
